High-throughput results (PubChem)
NadD block – inhibitors of Staphylococcus aureus NadD. purified NadD enzyme, colorimetric absorbance read-out. inhibition, % at 20 µM. 360,000 compounds, 0.78% hits. AID 602399; in the data active = inhibition above about 26%; also: some compounds past the cut are filed as inactive
Scp-1 inhibitor – inhibitors of human Scp-1 phosphatase. Q9GZU7. Recombinant Scp1, phosphopeptide, malachite green phosphate absorbance. inhibition, % at 20 µM. 340,000 compounds, 0.88% hits;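 active = inhibition above about 50% at 20 µM, limit read from the data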;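 also: plate controls were DMSO wells with enzyme for no effect and wells lacking enzyme for full effect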
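Times: enzyme reaction 45 min at room temperature, colour 5 min, stabilisation 30 min. Material: SCP-1 catalytic fragment, aa 76-261. Medium: Acidic Tris acetate buffer with magnesium and detergent. Signal: colorimetric free-phosphate detection, absorbance 630 nm. Read-out basis: % inhibition of SCP-1 phosphate liberation. Reagent: Phosphorylated 17-residue peptide substrate.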
Neddylation inh – cullin neddylation inhibition | P61081+Q13564 | TR-FRET cullin neddylation, biochemical | calls only at 25 µM | 360,000 compounds, 0.58% hits | AID 651699; in the data active = inhibition above about 36%
DNMT1 block – blocks human DNA methyltransferase DNMT1; DNMT1 molecular beacon, Hinp1I cleavage, fluorescence; AID 588458; inhibition (reported as % activation of signal), % at 10 µM; P26358; 360,000 compounds, 0.83% hits; in the data active = inhibition above about 50%
Target sequence (P26358 504-1616 limits assumed): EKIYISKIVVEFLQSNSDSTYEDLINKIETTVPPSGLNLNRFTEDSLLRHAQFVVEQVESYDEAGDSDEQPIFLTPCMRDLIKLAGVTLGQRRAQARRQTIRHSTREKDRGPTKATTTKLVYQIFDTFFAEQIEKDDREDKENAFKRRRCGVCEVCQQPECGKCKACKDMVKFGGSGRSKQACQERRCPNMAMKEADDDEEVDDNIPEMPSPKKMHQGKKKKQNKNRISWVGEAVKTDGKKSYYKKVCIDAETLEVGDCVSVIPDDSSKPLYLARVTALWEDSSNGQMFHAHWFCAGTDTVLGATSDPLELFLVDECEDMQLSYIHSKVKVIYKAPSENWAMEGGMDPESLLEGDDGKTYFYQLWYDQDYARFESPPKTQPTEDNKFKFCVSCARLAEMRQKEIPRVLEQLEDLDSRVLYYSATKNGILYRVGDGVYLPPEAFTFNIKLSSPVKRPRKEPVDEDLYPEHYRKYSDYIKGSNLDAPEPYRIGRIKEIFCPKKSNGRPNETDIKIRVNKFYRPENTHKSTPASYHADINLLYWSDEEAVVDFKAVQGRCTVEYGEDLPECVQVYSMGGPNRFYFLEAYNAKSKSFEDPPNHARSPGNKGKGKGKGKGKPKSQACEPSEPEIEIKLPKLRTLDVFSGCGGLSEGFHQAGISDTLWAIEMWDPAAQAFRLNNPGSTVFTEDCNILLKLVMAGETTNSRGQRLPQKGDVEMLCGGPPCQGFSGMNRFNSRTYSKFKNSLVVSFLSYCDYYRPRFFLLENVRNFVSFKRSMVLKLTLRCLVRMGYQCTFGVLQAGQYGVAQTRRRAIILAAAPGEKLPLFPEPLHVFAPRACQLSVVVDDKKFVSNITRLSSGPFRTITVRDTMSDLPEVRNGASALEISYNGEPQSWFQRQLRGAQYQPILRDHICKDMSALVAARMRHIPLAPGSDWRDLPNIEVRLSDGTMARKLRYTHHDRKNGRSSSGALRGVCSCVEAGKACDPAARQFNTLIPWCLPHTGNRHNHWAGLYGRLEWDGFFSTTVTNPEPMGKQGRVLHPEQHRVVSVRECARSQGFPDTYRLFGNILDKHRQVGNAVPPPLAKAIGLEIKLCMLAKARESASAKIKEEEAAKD
STEP inh – STEP (human) phosphatase inhibition; inhibition, % at 20 µM; 360,000 compounds, 0.25% hits; AID 588621; recombinant STEP, OMFP fluorogenic substrate, fluorescence;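 active = inhibition at 20 µM, scaled per plate between control wells, above about 37%, limit read from the data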;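 also: 0% = DMSO with enzyme and substrate and 100% = substrate only without enzyme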
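System: STEP (striatal-enriched tyrosine phosphatase) enzyme, cell-free; medium: Bis-Tris pH 6.0 buffer with DTT, detergent; dosing: 20 µM, 1% DMSO; times: reaction 20 min, ambient temperature; detection: fluorescence, 480/540 nm; read-out basis: normalized % inhibition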
Rin1-Abl PPI inh – human Rin1-Abl interaction inhibition; P00519+Q13671; TR-FRET Rin1/Abl binding, biochemical; inhibition, % at 7.35 µM; 360,000 compounds, 0.4% hits; in the data active = inhibition above about 5%, passing the limit was not always enough
SUMO1 PPI mod – modulators of human SUMO1-mediated protein-protein interactions | P63165 | AID 602429 | SUMO1 binding to a labelled peptide, TR-FRET, 1 h | 360,000 compounds, 0.33% hits | inhibition, % at 20 µM; in the data active = inhibition above about 37%
LMPTP block – LMPTP (human) inhibition; 360,000 compounds, 0.22% hits; recombinant LMPTP-A, OMFP fluorogenic substrate, fluorescence intensity; AID 651560; P24666; inhibition, % at 20 µM;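 active = compounds that cut the enzyme signal by at least half of the control window in the single-dose screen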;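 also: plate controls were DMSO wells with enzyme plus substrate for no effect and substrate without enzyme for full effect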
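Test system: LMPTP-A phosphatase enzyme; input: 0.625 nM LMPTP-A final; reagent: OMFP substrate, 400 µM final; compound dosing: 20 µM single dose, 3% DMSO; incubation: 50 min dark incubation at room temperature; measured by: endpoint fluorescence intensity from OMFP dephosphorylation; measure: % inhibition relative to no-enzyme and uninhibited control wells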
Rpn11 inh – blocks the human proteasome subunit Rpn11 | O00487 | human 26S proteasome, Ub4-pepOG fluorescence polarization; 20S core pre-blocked with epoxomicin | calls only at 20 µM | 360,000 compounds, 0.59% hits | AID 588493;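 active = inhibition at 20 µM, scaled to each plate's controls, above about 33%, limit read from the data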
CSN deneddyl inh – CSN deneddylation inhibition | Purified CSN, SCF-Nedd8-OG deneddylation, fluorescence polarization | inhibition, % at 12.5 µM | 360,000 compounds, 0.38% hits;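 active = pattern-corrected inhibition above about 35%, with an unprinted fluorescence ratio check between 0.5 and 1.5, limit read from the data, passing the limit was not always enough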;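 also: 0% = enzyme with substrate and 100% = substrate without enzyme; some results filed as inactive read as strong as hits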
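Material: human Csn5 produced in HEK293T cells; Input: enzyme 0.24 nM; Reagent: SCFSkp2-Nedd8OG substrate at 10 nM final; Dosing: 12.5 µM compound; Incubation: 90 min reaction at room temperature; Detection: fluorescence polarization of the substrate; Evaluation: % inhibition of substrate cleavage by Csn5; Control set: substrate-only high control, full reaction low control.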
Starred values were filed as active, the others as inactive; i = inactive; / = not tested or not shown; + = active, no number.

Structure	NadD block	Scp-1 inhibitor	Neddylation inh	DNMT1 block	STEP inh	Rin1-Abl PPI inh	SUMO1 PPI mod	LMPTP block	Rpn11 inh	CSN deneddyl inh
Oc1cc(O)cc(-c2cc3ccc(O)cc3o2)c1	3	-1	/	-34	-4	3	-6	1.6	i	0
CN(C)C(=O)C1Cc2ccccc2CN1S(=O)(=O)c1ccc(F)cc1 (configuration not stated)	-7	-1	i	0	0	0	3	0.5	i	2
COc1cccc(N2CC(C(=O)Nc3nnc(SCC(=O)NC4CCCC4)s3)CC2=O)c1 (configuration not stated)	3	-5	i	-3	-1	0	8	-0.9	i	2
CNS(=O)(=O)c1cccc(C(=O)OCC(=O)C23CC4CC(CC(C4)C2)C3)c1	-14	-8	i	-3	-3	3	-2	1.9	i	1
Cc1cc(Br)c(NC(=O)COC(=O)C2CCCCC2)c(Br)c1	-5	-2	i	5	4	3	1	-0.4	i	-1
COC(=O)C[C@@H]1CC[C@@H](NC(C)=O)[C@@H](CO)O1	/	/	i	/	/	/	-8	-3.3	/	-1
O=C(/C=C/c1ccccc1)OCCCCN=C1NS(=O)(=O)c2ccccc21	-6	-10	i	-5	-3	-1	-3	0.4	i	1
CCN1C(=O)[C@H]2[C@@H](c3ccc(C)cc3)N[C@]3(CCCN(Cc4ccc(C)cc4)C3=O)[C@H]2C1=O	0	/	i	-2	0	-4	-2	-2.5	i	-3
CC1=CCC[C@@H]2[C@]3(CC/C(=C/CO)CO)CO[C@@]2(C1)[C@@H](O)C[C@H]3C	4	/	i	-6	-1	4	-2	0.3	i	3
O=C(CSc1n[nH]c(-c2ccccc2O)n1)N1CCOCC1	7	3	i	-4	1	2	3	0.1	i	-4
N#Cc1nc(-c2ccco2)oc1N1CCc2ccccc2C1	-4	-5	+	-1	4	-4	-2	1.5	i	4
COc1cc(Br)cc(C(c2c(C)n(C)n(-c3ccccc3)c2=O)c2c(C)n(C)n(-c3ccccc3)c2=O)c1O	13	7	i	-1	-2	1	4	3.5	i	-2
CC1CCCC(NC(=O)CNC(=O)c2cccs2)C1C (configuration not stated)	6	-1	i	2	1	1	-3	-0.1	i	-4
CCn1c(SCC(=O)Nc2ccc3c(c2)OCCO3)nnc1-c1c[nH]c2ccccc12	3	-1	i	-3	-1	3	7	1.3	i	1
COc1ccc(NC(=O)C2(C)CCN2Cc2ccc(OC(F)(F)F)cc2)cc1OC (configuration not stated)	-1	/	i	8	4	-4	-1	1.2	i	-6
COc1ccc(CCN2C(=O)CSC2c2ccc(OC)c(OC)c2)cc1OC (configuration not stated)	-2	1	i	-1	-2	-1	2	-0.2	i	2
Nc1nc(SCC(=O)OCc2ccccc2)[nH]c(=O)c1NC(=O)c1ccco1	1	-9	i	-1	2	0	5	-0.5	i	1
CC(=O)c1ccc(N(C(=O)CS(=O)CC(=O)Nc2ccc(F)cc2)C(C(=O)NC2CCCCC2)c2cccs2)cc1 (configuration not stated)	6	-7	i	-1	-1	-5	-2	1.8	i	5
COc1cccc(/C=C2\CCC(C3CCCC3)C2=O)c1 (configuration not stated)	-7	-19	i	5	2	3	-15	2.1	i	6
Nn1c(SCc2ccccc2F)nnc1-c1cccnc1	1	-11	i	0	-2	1	4	-3.3	i	-3
Nc1nnc(SCC(=O)Nc2cc(C(F)(F)F)ccc2N2CCOCC2)s1	-5	0	i	-1	-7	2	-3	0.4	i	6
COc1cc(C=C2C(=O)OC(C)(C)OC2=O)cc(Cl)c1OCC(=O)Nc1ccccc1	1	6	i	2	-2	-5	8	-0.6	i	5
O=S1(=O)c2ccccc2C(CCO)N1Cc1ccccc1 (configuration not stated)	3	13	i	9	-4	5	4	-0.6	i	2
Cc1nn(Cc2ccccc2)c(C)c1C(=O)NCCCN1CCCC1=O	1	-8	i	2	1	-1	3	-1.0	i	5
CN(C)c1ccc(/C=N/N2C(=S)SC(C)(C)C2N(O)C(=O)Nc2ccc([N+](=O)[O-])cc2)cc1 (configuration not stated)	20	-9	i	-10	-1	-2	-17	1.7	i	1
CCOC(=O)CSc1nc2ccccc2c(=O)n1CC1CCC(C(=O)NCc2ccco2)CC1 (configuration not stated)	-2	-10	i	1	1	-1	2	0.2	i	-3
Cc1cc(C)c(NC(=O)C2CCN(c3cnccn3)CC2)c(C)c1	0	-4	i	4	-2	4	3	-2.3	i	1
CCOC(=O)c1sc(-c2ccc(Cl)cc2)nc1O	-9	-7	/	6	1	1	-4	-1.5	i	2
Cc1cccc(N2CC(C)Cn3c2nc2c3c(=O)[nH]c(=O)n2C)c1 (configuration not stated)	0	-6	i	1	-2	-3	-2	0.5	i	0
CCN(c1cccc(C)c1)S(=O)(=O)c1cn(CC(=O)OC)c2ccc([N+](=O)[O-])cc12	-8	-18	i	-6	-2	-2	-16	3.7	i	2
COc1cc(/C=C/C(=O)Nc2nnc(CC(C)C)s2)cc(OC)c1OC	-5	-3	/	1	0	0	-4	-0.5	i	-4
CC(C)NC(=O)CN1C(=O)C(C)(C)Oc2ccc(C(=O)NC3CCCCC3)cc21	-4	-1	i	1	-1	2	-3	-1.6	i	0
CC(=O)Nc1nc(C)c(Oc2ccc(Cl)cc2)c(=O)[nH]1	3	8	i	1	-3	-1	-1	-0.8	i	3
N#Cc1ccc(CSc2nnc(-c3cccs3)n2-c2ccccc2)cc1	11	-3	i	0	-5	9	-4	1.0	i	-2
COC(=O)c1ccc(CNC(=O)Cn2cnc3c(NCc4ccccc4)ncnc32)cc1	1	1	i	4	-4	-2	-2	1.4	i	-3
COc1ccc(S(=O)(=O)N2CCCC2)c(Cl)c1Cl	0	7	i	1	-2	9.9*	-2	2.4	i	-6
COc1ccc(-c2sc3cc4c(cc3c2-c2ccc(OCCN3CCOCC3)cc2)OCO4)cc1	2	8	i	-11	5	-2	11	2.4	i	6
COc1ccc(C)cc1S(=O)(=O)NC1CCCCC1	8	-6	i	2	0	3	-1	-1.8	i	-3
COCCNC(=O)c1cc2nc(-c3ccc(F)cc3)cc(C(F)(F)F)n2n1	-3	6	i	0	-7	1	-9	-1.9	i	5
CC(=O)Nc1c(Cl)cc2c(c1Cl)Cc1ccccc1-2	3	-10	i	0	1	0	-4	-0.3	i	7
COc1cccc2[nH]c(C(=O)NCC3CCCO3)cc12 (configuration not stated)	0	-4	/	0	0	3	1	-1.7	i	-1
Cc1ccc(-n2c(N)c(C(=O)N3CCOCC3)sc2=S)cc1	0	-6	i	6	2	-1	-16	1.1	i	1
CC(C)C(NC(=O)c1ccccc1)C(=O)N/N=C\c1ccco1 (configuration not stated)	-3	-2	i	4	-1	-3	-4	-1.3	i	-10
COC(=O)c1ccc(SCC(=O)N2CCC(C)CC2)c([N+](=O)[O-])c1	-1	-9	i	0	-1	-3	-21	0.5	i	-3
Cc1cc2oc(C(=O)NCCc3ccc(S(N)(=O)=O)cc3)c(C)c2cc1C	-6	85*	i	79*	8	4	3	50*	i	20
COc1cccc(S(=O)(=O)N(C)C[C@@H]2Oc3cc(Br)ccc3S(=O)(=O)N([C@@H](C)CO)C[C@@H]2C)c1	-7	/	i	83*	1	-2	1	-2.7	i	-1
COc1ccc(N/C(=N\c2nc(C)cc(C)n2)NC(C)=O)cc1OC	-6	-1	i	-7	-1	2	3	-0.2	i	1
Cc1ccc(Cl)cc1NC(=O)C1CCN(S(C)(=O)=O)CC1	-2	-6	i	1	0	3	2	0.7	i	-10
c1ccc2c(c1)nc1n2CCC1	2	7	i	-1	2	6	-3	1.2	i	-3
CCOC(=O)c1cc[n+](CC(=O)c2ccc(F)cc2)cc1	-1	-10	i	-4	-2	-2	-16	0.2	i	3

(listing goes on)
Structure	NadD block	Scp-1 inhibitor	Neddylation inh	DNMT1 block	STEP inh	Rin1-Abl PPI inh	SUMO1 PPI mod	LMPTP block	Rpn11 inh	CSN deneddyl inh
Cc1cc(OCc2ccc(C(=O)NN=C3CCCC3)cc2)ccc1Cl	7	9	i	3	3	6	0	-0.4	i	-2
CC(C)(C)c1cc(NC(=O)c2c(F)cccc2Cl)n(-c2ccccc2)n1	-6	-3	i	-2	1	0	6	0.3	i	-1
COc1cccc(CNC(=O)COC(=O)c2c(NC(C)=O)sc(C)c2C)c1	-4	13	i	2	4	5	2	-1.0	i	2
C=CCNc1nc(NCc2ccco2)nc(OCC)n1	-5	-4	i	3	1	1	0	-0.7	i	0
COc1ccc(N2CCN(Cc3cc(=O)oc4cc5c(cc34)CCCC5)CC2)cc1	3	-5	i	56*	-1	-4	-4	1.2	i	1
CC1CCc2sc(C(=O)NN=C3CCC(c4ccccc4)CC3)cc2C1 (configuration not stated)	7	-7	i	6	-1	3	-2	1.0	i	-1
CCOC(=O)N1CCN(C(=O)c2cc(S(=O)(=O)N3CCc4ccccc43)ccc2OC)CC1	-3	-3	i	1	0	4	3	0.1	i	2
Cc1cc(-c2nnc3n2N=C(c2ccccc2Br)CS3)n[nH]1	0	-4	i	-1	3	0	2	0.1	i	4
CCN(CC(=O)Nc1ccccc1-c1ccccc1)Cc1nc2ccccc2c(=O)[nH]1	-3	3	i	2	-2	3	1	0.1	i	0
Cc1cc(S(=O)(=O)N2CCCC2)ccc1OCC(=O)Nc1ccccc1	-7	-8	i	1	0	-2	-3	-0.4	i	-1
OC(CNCC1CCCCC1)COc1ccccc1 (configuration not stated)	-12	-5	i	3	0	-1	3	-1.7	i	-6
O=C1N[C@@H](Cc2ccccc2)C(=O)N2[C@@H]3N(S(=O)(=O)c4ccc(F)cc4)c4ccccc4[C@]3(Br)C[C@@H]12	11	-8	i	-5	-2	5	4	2.3	i	2

Entries listed so far marked active in LMPTP block.
| Structure | NadD block | Scp-1 inhibitor | Neddylation inh | DNMT1 block | Rin1-Abl PPI inh | SUMO1 PPI mod | LMPTP block | Rpn11 inh | CSN deneddyl inh |
| --- | --- | --- | --- | --- | --- | --- | --- | --- | --- |
| Cc1cc2oc(C(=O)NCCc3ccc(S(N)(=O)=O)cc3)c(C)c2cc1C | -6 | 85* | i | 79* | 4 | 3 | 50* | i | 20 |

A run of entries from further up, as a working copy:
Structure	NadD block	Scp-1 inhibitor	Neddylation inh	DNMT1 block	STEP inh	Rin1-Abl PPI inh	SUMO1 PPI mod	LMPTP block	Rpn11 inh	CSN deneddyl inh
OC(CNCC1CCCCC1)COc1ccccc1 (configuration not stated)	-12	-5	i	3	0	-1	3	-1.7	i	-6
O=C1N[C@@H](Cc2ccccc2)C(=O)N2[C@@H]3N(S(=O)(=O)c4ccc(F)cc4)c4ccccc4[C@]3(Br)C[C@@H]12	11	-8	i	-5	-2	5	4	2.3	i	2
